West Nile antiviral: West Nile virus antiviral activity, cell-based, CPE readout (AID 1621); West Nile virus-infected cells, CPE inhibition; higher % means a stronger effect; CPE inhibition, % at 10 µM, or IC50 in µM where a hit was titrated; 0.02% of 290,000 active; in the data active = a potency from the dose series; inconclusive = CPE inhibition mostly from about 3.7% at the one dose, without a potency; inactive = the rest, 99 in 100 with CPE inhibition below about 2.2%; note: strong numbers were not always called active
KOR beta-arrestin-1: KOR agonists, beta-arrestin recruitment, primary screen, cell-based, luminescence, uHTS (AID 1777) | Kappa-type opioid receptor (Homo sapiens) | KOR beta-arrestin recruitment, luminescence; higher % means a stronger effect | one-dose activation, % at 10 µM; EC50 in µM for titrated hits | 0.02% of 280,000 active; in the data active = activation above about 50%, passing the limit was not always enough; note: a part of the inactive calls stands beside numbers as strong as those of hits
GPR55 beta-arrestin: GPR55 agonists via beta-arrestin recruitment, primary screen, imaging, U2OS cells, beta-arrestin-GFP redistribution (AID 1961). G-protein coupled receptor 55 (Homo sapiens). U2OS GPR55 beta-arrestin-GFP redistribution imaging; higher % means a stronger effect. one-dose activation, % at 10 µM; EC50 in µM for titrated hits. 0.048% of 290,000 active;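 active = activation above 40% with more than 50 cells counted in the well; inconclusive = wells holding fewer than 50 cells, flagged as toxic or sparse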;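 note: U2OS osteosarcoma cells stably expressing GPR55 and beta-arrestin-GFP; plate controls were DMSO negative control for no effect and LPI positive control for full effect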
T cell HTS: modulators of CD8 T cell-vesicle binding, primary screen, mouse 2C CD8+ T cells, flow cytometry; 0.068% of 330,000 active; 2C CD8+ T cell-vesicle binding; hits give low values; calls only at 7 µM;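 active = response, share of CD8 T cells binding vesicles, and their 90th percentile fluorescence all below set limits, cut at about 80% in these data, passing the limit was not always enough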
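Assay system: 2C TCR transgenic mouse naive CD8+ T cells, MACS-purified | Read-out: CD8+ gate FL2 mean fluorescence as % of same-row positive control | Signal: High-throughput flow cytometry with anti-B7-1 and anti-CD8 staining | Timing: Binding step 1.5 h, 37 °C, antibody labelling 20 min, ice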
KOR beta-arrestin-2: KOR antagonists, beta-arrestin recruitment, cell-based, luminescence, uHTS (AID 1778); KOR beta-arrestin recruitment, luminescence, antagonist mode; higher % means a stronger effect; 0.091% of 290,000 active; one-dose inhibition, % at 10 µM; IC50 in µM for titrated hits; Kappa-type opioid receptor (Homo sapiens); in the data active = inhibition above about 50%; note: strong numbers were not always called active
NTR1 agonist: agonists of NTR1, primary screen, imaging, U2OS cells, beta-arrestin-GFP, high content (AID 493036) | Neurotensin receptor type 1 (Homo sapiens), P30989 | NTR1-U2OS beta-arrestin-GFP spot imaging, agonist mode | activation, % at 20 µM | 0.17% of 330,000 active;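 active = activation at or above 40% of the spot to cytoplasm intensity ratio, with at least 20 cells analyzed; inconclusive = wells under 20 cells, flagged as cytotoxic or low count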;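 note: 0% = DMSO without peptide and 100% = 100 nM NTR1 peptide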
Target sequence (P30989 whole entry, looked up): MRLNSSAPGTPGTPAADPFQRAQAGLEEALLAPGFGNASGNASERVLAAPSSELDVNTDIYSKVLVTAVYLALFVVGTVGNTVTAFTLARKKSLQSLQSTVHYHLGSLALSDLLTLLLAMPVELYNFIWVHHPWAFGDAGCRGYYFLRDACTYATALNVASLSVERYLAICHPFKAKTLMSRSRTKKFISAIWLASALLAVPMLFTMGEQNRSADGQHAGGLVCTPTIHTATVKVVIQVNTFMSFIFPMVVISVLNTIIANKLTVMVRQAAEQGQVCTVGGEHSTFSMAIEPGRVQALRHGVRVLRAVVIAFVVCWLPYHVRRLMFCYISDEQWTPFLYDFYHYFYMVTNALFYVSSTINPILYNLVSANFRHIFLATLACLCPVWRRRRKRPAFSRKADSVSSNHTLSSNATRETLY
Salmonella PhoP GFP: inhibitors of PhoP regulon expression, primary screen, Salmonella Typhimurium, GFP reporter (AID 1863); one-dose inhibition, % at 50 µM; IC50 in µM for titrated hits; 0.16% of 300,000 active; S. Typhimurium PhoP-regulated promoter GFP reporter, 4 h; higher % means a stronger effect;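 active = inhibition over 29.93%, a cutoff 3 SD above the screen mean, later confirmed by dose response; inconclusive = inhibition over 29.93% but no dose response follow-up; inactive = inhibition at most 29.93% or unconfirmed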;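 note: 0% = low Mg2+ inducing control and 100% = high Mg2+ repressing control; strong numbers were not always called active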
GPR55 antagonists: GPR55 antagonists blocking LPI-driven arrestin recruitment, primary screen, imaging, U2OS, beta-arrestin-GFP, LPI agonist (AID 2013); U2OS GPR55 beta-arrestin-GFP translocation imaging, LPI antagonism; higher % means a stronger effect; inhibition, % at 10 µM; hits with a dose series show IC50 in µM; 0.13% of 290,000 active;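 active = spots per cell inhibited over 60%, with over 100 cells counted and total cytoplasm intensity under 500,000; inconclusive = wells with under 100 cells, flagged as likely toxic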;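 note: U2OS cells stably carrying GPR55 and arrestin-GFP stimulated by 5 µM LPI near EC80; imaged beta-arrestin-GFP aggregate spots per cell after agonist stimulation; plate controls were LPI-stimulated DMSO wells for no effect and DMSO wells without LPI for full effect; some results filed as inactive read as strong as hits; confirmed hits need IC50 under 10 µM and bright autofluorescent wells are also inconclusive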
GPR35 antagonists: GPR35 antagonists blocking zaprinast-driven arrestin recruitment, primary screen, imaging, U2OS, beta-arrestin-GFP, zaprinast agonist (AID 2058); G-protein coupled receptor 35 (Homo sapiens); 0.052% of 290,000 active; U2OS GPR35 beta-arrestin-GFP translocation imaging, zaprinast antagonism; higher % means a stronger effect; one-dose inhibition, % at 10 µM; IC50 in µM for titrated hits;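 active = inhibition of at least 50% with at least 30 cells and total cytoplasm GFP at most 10,000,000; inconclusive = under 30 cells or total GFP of 10,000,000 plus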
T cell HTS vesicle-bound %: second read-out of T cell HTS, no call of its own (marks repeat the call); double positive events, %; measured here: CD8+ vesicle-bound cell fraction;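 binding gate set so that unloaded-vesicle control wells show 10% double positive cells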
NTR1 agonist cell count 20 µM: further read-out of NTR1 agonist, marked with its call; cell count; measured here: cell count, cytotoxicity flag
Numbers without * were called inactive; i = inactive; ? = inconclusive; nt = no result given; [ ] = another dose, or the depositor's remark.

SMILES	GPR35 antagonists	KOR beta-arrestin-2	KOR beta-arrestin-1	T cell HTS vesicle-bound %	NTR1 agonist	NTR1 agonist cell count 20 µM	Salmonella PhoP GFP	GPR55 antagonists	GPR55 beta-arrestin	T cell HTS	West Nile antiviral
Cc1cc(N(CN2CCCC2=O)C(=O)c2ccccc2)no1	-1.2%	-0.7%	-0.3%	29.8	-0.9	84	-4.2%	12.5%	-0.1%	i	-0.4%
CC(C)OCCCn1c(=N)c(S(=O)(=O)c2ccccc2)cc2c(=O)n3ccccc3nc21	8.2%	-1.0%	2.7%	14.1	11.6	48	-1.1%	11.6%	-0.2%	i	0.0%
CCn1c(N2CCN(C(=O)C34CC5CC(CC(C5)C3)C4)CC2)nc2ccccc21	-11.1%	-11.5%	-1.2%	13.1	1.3	68	-0.6%	-8.5%	-0.2%	i	-0.1%
CC(C)Oc1ccc(Br)cc1/C=N\NC(N)=S	-2.9%	-5.3%	9.9%	36.7	10.4	72	5.8%	-12.4%	-0.3%	i	-1.4%
O=C(Cn1nnc2ccccc21)Nc1ccccc1[N+](=O)[O-]	16.6%	-23.8%[20 µM]	nt	26.8	-2.4	55	4.1%	4.8%	-0.1%	i	-0.4%
CC(C)(C)n1nnnc1C(c1cccs1)N(Cc1cccnc1)Cc1ccccc1Cl (stereo unspecified)	-18.1%	-24.3%	7.5%	30.1	1.1	85	12.1%	3.57µM*	-0.2%	i	0.3%
CCOC(=O)c1c(O)c2ccccc2n(C)c1=O	10.9%	-15.9%[20 µM]	nt	46.8	-0.4	36	1.0%	3.5%	-0.1%	i	0.0%
COc1ccc(CCN(C)C2CCCN(S(C)(=O)=O)C2)cc1OC (stereo unspecified)	-6.9%	-26.7%[20 µM]	-6.6%	57.0	-0.6	52	1.7%	-4.6%	0.4%	i	-0.7%
CCNC(=S)NN=C1CCC(C(C)(C)C)CC1 (stereo unspecified)	0.0%	-20.0%	-1.9%	35.5	-0.8	95	17.0%	7.4%	-0.2%	i	nt
CC(=O)Nc1ccccc1OC(C)C(=O)NC(C)c1ccc(F)cc1 (stereo unspecified)	-1.8%	-28.2%	4.1%	4.4	0.4	82	-4.6%	8.7%	0.2%	i	-0.7%
FC(F)(F)c1cccc(-c2ccn3ncnc3n2)c1	12.2%	-5.1%	-0.2%	20.2	6.1	46	-6.5%	0.0%	0.2%	i	0.3%
O=C(c1cccc(-n2cccc2)c1)N1CCN(S(=O)(=O)c2ccc(F)cc2)CC1	-4.2%	-35.1%	22.0%	44.7	2.4	68	6.9%	0.8%	-0.1%	i	-0.3%

Continued.
SMILES	GPR35 antagonists	KOR beta-arrestin-2	KOR beta-arrestin-1	T cell HTS vesicle-bound %	NTR1 agonist	NTR1 agonist cell count 20 µM	Salmonella PhoP GFP	GPR55 antagonists	GPR55 beta-arrestin	T cell HTS	West Nile antiviral
CCCNC(=O)[C@@H]1CCCN1C(=O)[C@@H]1Cc2ccccc2CN1	-0.6%	-4.0%	-2.4%	48.6	0.4	93	12.4%	1.1%	-0.1%	i	-0.2%
Cc1ccc(S(=O)(=O)N(CC(O)CN2CCCCC2)c2cccc([N+](=O)[O-])c2)cc1 (stereo unspecified)	-10.8%	5.3%	-2.4%	17.9	-1.3	62	-3.1%	13.1%	0.7%	i	-0.4%
CC(=O)Nc1ccc(S(=O)(=O)NCC2CCC(C(=O)NCCCN3CCCC3=O)CC2)cc1 (stereo unspecified)	5.2%	13.3%	-0.7%	54.5	-0.2	55	-1.1%	-5.5%	0.1%	i	0.5%
C/C(=N\NC(=O)c1c(Cl)c(C)nn1C)c1cccc(NC(=O)C2CCCC2)c1	-10.3%	19.2%	-4.3%	34.4	1.5	41	1.9%	14.4%	0.8%	i	-0.1%
COc1ccc(C(=O)N/C(=C\c2cn(S(=O)(=O)N(C)C)c3ccccc23)C(=O)N2CCN(C)CC2)cc1	1.7%	-29.0%	-7.9%	16.1	-0.5	54	-2.1%	5.2%	-0.2%	i	0.1%
Cc1cccc(C)c1NCC(=O)N1CCN(Cc2ccccc2)CC1	0.9%	-17.0%	-4.3%	39.6	1.8	88	-1.0%	7.0%	0.0%	i	-0.7%
COC(=O)c1nnn(-c2nonc2N)c1CSCCO	-0.1%	6.7%	-4.1%	7.1	0.1	40	10.5%	1.9%	0.5%	i	0.2%
O=S(=O)(c1ccccc1)n1nc(-c2ccccc2)nc1NCc1ccco1	-4.5%	-1.1%	0.2%	45.3	7.5	61	-10.4%	6.3%	0.2%	i	-0.3%
COc1cc2c(cc1OC)C(Cc1ccc(O)cc1)N(C)CC2 (stereo unspecified)	7.5%	-0.8%	-1.7%	57.0	0.9	47	13.0%	2.6%	0.5%	i	0.2%
COc1ccc(C(=O)Nc2ccccc2C(=O)NC(C(=O)NCc2ccco2)C(C)C)cc1 (stereo unspecified)	9.1%	-4.4%	4.3%	4.4	-0.3	50	2.9%	22.1%	0.3%	i	?
COc1cc2nc(CN3CCOCC3)n(CC(=O)NCC(F)(F)F)c(=O)c2cc1OC	18.0%	5.1%	6.3%	50.3	1.0	61	-0.2%	-9.9%	-0.2%	i	0.1%
CCc1nnc(NC(=O)[C@@H]2CCCN2S(=O)(=O)c2ccc3c(c2)OCCO3)s1	-4.9%	16.9%	0.1%	58.1	1.2	56	-3.0%	14.4%	-0.1%	i	0.1%

Continued:
SMILES	GPR35 antagonists	KOR beta-arrestin-2	KOR beta-arrestin-1	T cell HTS vesicle-bound %	NTR1 agonist	NTR1 agonist cell count 20 µM	Salmonella PhoP GFP	GPR55 antagonists	GPR55 beta-arrestin	T cell HTS	West Nile antiviral
C/C(Cl)=C\Cn1c(N2CCCC2)nc2c1c(=O)[nH]c(=O)n2C	3.8%	21.1%	-0.1%	28.9	2.4	53	-4.9%	29.4%	0.3%	i	-0.4%
CCOC(=O)CN(C#N)c1nc(C)cc(C)n1	8.1%	-27.5%	-2.0%	55.6	1.5	67	-3.0%	-2.7%	-0.3%	i	0.0%
COC(=O)c1cc2ccsc2n1CC(=O)Nc1cc(Cl)ccc1OC	-4.0%	-10.3%	-1.4%	20.6	4.1	54	0.3%	6.4%	-0.1%	i	1.1%
Cc1ccc(CSc2nnc(-c3cccnc3)o2)cc1	-3.5%	-31.7%	-3.0%	20.4	-1.0	94	0.5%	-2.8%	0.0%	i	-0.3%
CCOC(=O)c1c(NC(C)=O)sc(/C(C)=N/Nc2ccc(C(=O)O)cc2)c1C	1.1%	2.6%	-1.3%	14.2	0.2	50	-4.3%	1.8%	-0.1%	i	0.9%
CCOCC(=O)Nc1nc2ccc(OCC)cc2s1	15.6%	-13.8%	-2.0%	25.4	0.1	84	-8.4%	1.2%	-0.3%	i	-0.6%
CCn1c(SCC(=O)N2CCOCC2)nc2c([nH]c3ccccc32)c1=O	-5.2%	24.8%	-3.6%	66.0	0.4	60	-2.4%	10.2%	0.3%	i	0.2%
Cc1ccc2nc(CCl)[n+]([O-])c(-c3ccccc3)c2c1	-2.4%	6.7%[20 µM]	-3.5%	47.0	-0.3	55	-3.6%	-13.2%	2.0%	i	-1.7%
O=C1S/C(=C\c2ccc(O)c([N+](=O)[O-])c2)C(=O)N1c1ccccc1Cl	20.8%	-60.1%[20 µM]	-6.3%	26.9	-0.1	40	0.3%	-1.9%	-0.1%	i	0.3%
Cc1cc(C)cc(N(C(=O)c2cccs2)C2C=CS(=O)(=O)C2)c1 (stereo unspecified)	-3.0%	-0.6%	1.1%	59.9	-1.8	99	2.7%	10.9%	-0.6%	i	-0.3%
NS(=O)(=O)c1ccc(CCNC(=O)c2ccc(OCC3CCCO3)cc2)cc1 (stereo unspecified)	7.0%	-14.1%	8.8%	23.6	-0.3	48	-6.1%	5.6%	-0.2%	i	1.1%
Cc1cccc(C(=O)Nc2ccc(NC(=O)Cc3ccc(Cl)cc3)cc2)c1	-0.3%	5.7%	-0.5%	47.0	-1.1	66	-6.2%	-1.3%	-0.2%	i	-0.6%

The results go on:
SMILES	GPR35 antagonists	KOR beta-arrestin-2	KOR beta-arrestin-1	T cell HTS vesicle-bound %	NTR1 agonist	NTR1 agonist cell count 20 µM	Salmonella PhoP GFP	GPR55 antagonists	GPR55 beta-arrestin	T cell HTS	West Nile antiviral
CC(=O)c1ccc(OCCCC(=O)NC2CCC(C)CC2)cc1 (stereo unspecified)	-2.3%	-18.9%	-4.9%	32.8	1.4	44	4.4%	5.5%	-0.3%	i	-1.1%
O=C(NC1CCCC1)C(c1ccccc1)N(C(=O)c1ccco1)C1CCCC1 (stereo unspecified)	-2.0%	6.3%	-2.8%	7.7	1.9	58	-4.5%	13.5%	-0.3%	i	-1.0%
Nc1c(C(=O)Nc2ccccc2)sc2nc(-c3ccco3)ccc12	12.1%	9.6%	-1.1%	17.9	-1.5	46	-17.1%	5.4%	-0.1%	i	0.7%
O=C(NC(=S)Nc1ccc2oc(=O)ccc2c1)c1ccccc1F	6.7%	29.3%	3.4%	30.4	1.8	63	-7.7%	-11.6%	1.1%	i	0.2%
O=c1[nH]n(-c2ccc(Cl)cc2)c2ncccc12	-0.7%	-31.4%	5.1%	32.3	1.2	76	-16.9%	-16.3%	0.2%	i	-0.3%
Cc1ccc(SCCNC(=O)c2cccc([N+](=O)[O-])c2C)cc1	4.8%	-42.3%	5.6%	57.1	-0.9	55	-11.5%	27.0%	0.2%	i	-0.1%
